# LAP4 TOR yeast: alters LAP4-GFP fluorescence in TOR pathway yeast screen | GFP response vs DMSO, % at 10 µM | 0.34% of 320,000 active | S. cerevisiae LAP4-GFP multiplex, flow cytometry GFP, 3 h; median GFP as percent of DMSO wells;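 active = GFP response vs DMSO above a set limit, about the screen mean plus 3 SD, cut at about 150% in these data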
# CIT2 TOR yeast: alters CIT2-GFP fluorescence in TOR pathway yeast screen; AID 2029; 0.065% of 320,000 active; S. cerevisiae CIT2-GFP strain, flow cytometry, 3 h; 100 means same as DMSO wells; GFP response vs DMSO, % at 10 µM;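 active = GFP response relative to DMSO above a set limit, near the screen mean plus 3 SD, cut at about 150% in these data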;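 note: ratio of well median GFP fluorescence to mean of DMSO wells on the plate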
# AGP1 TOR yeast: modulators of TOR pathway AGP1-GFP in S. cerevisiae | GFP response vs DMSO, % at 10 µM | S. cerevisiae AGP1-GFP multiplex flow cytometry, 3 h; GFP as percent of DMSO wells | 0.02% of 320,000 active;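 active = GFP response relative to DMSO above a set limit, near screen average plus 3 SD, cut at about 150% in these data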;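 note: median GFP channel fluorescence of the gated AGP1 strain per well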
# procasp7 counter: activates human procaspase-7, counter-screen for procaspase-3 activators; P55210; recombinant procaspase-7, Ac-DEVD-pNA absorbance 405 nm; D23A/D198A/D206A triple mutant, cannot self-cleave; scale: DMSO 0, 5 µM enzyme 100; activation, % at 8.5 µM; 0.093% of 330,000 active; AID 463210;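 active = percent activation above the screen-wide mean plus 3 SD, cut at about 25% in these data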
# Target sequence (P55210 whole entry D23A/D198A/D206A): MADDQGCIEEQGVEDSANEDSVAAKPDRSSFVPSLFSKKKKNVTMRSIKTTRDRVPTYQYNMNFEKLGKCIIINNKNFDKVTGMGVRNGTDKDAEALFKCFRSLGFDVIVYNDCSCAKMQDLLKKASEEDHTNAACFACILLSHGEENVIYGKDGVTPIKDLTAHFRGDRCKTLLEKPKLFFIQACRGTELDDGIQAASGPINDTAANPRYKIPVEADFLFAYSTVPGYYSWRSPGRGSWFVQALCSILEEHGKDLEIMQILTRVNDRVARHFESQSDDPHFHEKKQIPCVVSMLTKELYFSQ
#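 Replicates: singlicate. Assay system: Procaspase-7 triple mutant (PC-7 D3A). Signal: 405 nm absorbance of p-nitroaniline. Times: 1 h preincubation, 2 h reaction. Buffer or medium: Zinc-free HEPES pH 7.4 with 300 mM NaCl, 0.01% Triton X-100. Also added: DEVD-pNA substrate. Benchmarks: DMSO wells as 0%, DMSO with 5 µM added PC-7 as 100%.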
# MEP2-GFP yeast: yeast TOR pathway MEP2-GFP modulation; GFP response vs DMSO, % at 10 µM; 0.51% of 330,000 active; S. cerevisiae MEP2-GFP strain, flow cytometry GFP, 3 h; 100% = DMSO control level;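 active = GFP response versus DMSO above a set limit, roughly screen mean plus 3 SD, cut at about 180% in these data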;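 note: median GFP fluorescence of the barcode-gated MEP2-GFP cells per well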
# RPL19A-GFP yeast: modulators of TOR pathway RPL19A-GFP in S. cerevisiae; S. cerevisiae RPL19A-GFP strain, flow cytometry, 3 h; stronger effect = lower value; percent response vs DMSO, % at 10 µM; 0.3% of 330,000 active;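 active = percent response vs DMSO below 50%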;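 note: median channel GFP fluorescence of the barcoded RPL19A-GFP strain; ratio of sample median GFP to plate DMSO average so 100% = DMSO; lower means less RPL19A-GFP as with rapamycin TOR inhibition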
# procasp3 activ: procaspase-3 (human) activation. 0.11% of 330,000 active. recombinant procaspase-3 D3A, Ac-DEVD-pNA absorbance 405 nm. P42574. AID 463141. activation, % at 8.5 µM;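 active = activation above the mean of all tested compounds plus 3 SD, cut at about 21% in these data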;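 note: 0% = DMSO alone and 100% = DMSO wells spiked with extra 5 µM PC-3 D3A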
# Target sequence (P42574 whole entry D9A/D28A/D175A): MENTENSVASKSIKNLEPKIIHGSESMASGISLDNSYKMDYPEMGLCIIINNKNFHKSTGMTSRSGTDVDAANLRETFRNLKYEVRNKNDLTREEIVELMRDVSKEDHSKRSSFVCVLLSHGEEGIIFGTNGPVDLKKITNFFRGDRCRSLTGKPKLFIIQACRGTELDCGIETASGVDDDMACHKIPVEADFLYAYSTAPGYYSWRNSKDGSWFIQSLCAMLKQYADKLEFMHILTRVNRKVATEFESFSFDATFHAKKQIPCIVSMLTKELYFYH
#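 Test system: Procaspase-3 D3A mutant; medium: Zinc-free HEPES/NaCl buffer with 0.01% Triton X-100 at pH 7.4; reagent: DEVD-pNA substrate; doses: one concentration, 8.5 µM nominal, 0.8% DMSO; times: 1 h preincubation plus 2 h reaction at 25 °C; signal: Epi-absorbance at 405 nm of released p-nitroaniline, 0 and 120 min; replicates: singlicate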
# AHR act: human AHR activation | P35869 | 2.5% of 320,000 active | activation, % at 5 µM | AHR-responsive luciferase reporter cells, luminescence; in the data active = activation above about 47%;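 note: 0% = vehicle wells and 100% = reference agonist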
# * marks the source's active call; other numbers are inactive results; · = no result given.
SMILES,LAP4 TOR yeast,CIT2 TOR yeast,AGP1 TOR yeast,procasp7 counter,MEP2-GFP yeast,RPL19A-GFP yeast,procasp3 activ,AHR act
CN(CC(=O)NCCCN1CCOCC1)S(=O)(=O)c1ccc(F)cc1,101,101,103,3,103,107,5,-1
Cc1sc2ncn(CC(=O)NCCCC(=O)N3CCC(C)CC3)c(=O)c2c1C,100,107,102,5,91,103,8,0
Cc1cc2n(n1)C(c1c[nH]c3ccccc13)Nc1ccccc1-2 (stereo not drawn),85,78,97,-4,99,92,-8,43
CC1CC(C)CN(CCCNC(=O)CN2C(=O)c3cccnc3Oc3ccc(Cl)cc32)C1 (stereo not drawn),105,94,93,-3,126,93,-1,4
CCOc1ccc(-c2nc(N)ncc2Oc2cccc(OC)c2)c(O)c1,117,98,107,7,117,102,0,9
Cc1cc(C)n2nc(SCC(=O)NC3CCCC(C)C3C)nc2n1 (stereo not drawn),101,98,99,-1,101,100,-6,4
OC(COCCOc1ccc(Br)cc1)CN1CCN(Cc2ccccc2)CC1 (stereo not drawn),86,94,100,4,97,96,9,1
COC(=O)c1cc(NC(=O)CN2C(=O)CSC2=O)ccc1Cl,94,103,105,0,101,102,8,4
O=C(O)/C=C/c1cccnc1,89,93,97,5,95,98,4,-1
CC(=Nc1ccc2c(c1)nc(CO)n2C)C1=C(O)CC(C)(C)CC1=O,106,107,111,-8,112,106,2,3
Cc1cccn2c(=O)c(C=O)c(N3CCN(c4ccccc4)CC3)nc12,129,91,101,0,109,102,4,95*
COc1ccc(-c2c(C)nn3c(N4CCC(C(=O)NCCN(C)C)CC4)cc(C)nc23)cc1OC,102,101,102,3,103,99,2,1
Cc1ccccc1NC(=S)N(CCCN1CCOCC1)Cc1cccs1,89,101,100,5,97,95,0,-3
Cc1nc(C(=O)Nc2ccccc2)sc1C1(C)CC(c2cccc([N+](=O)[O-])c2)=NO1 (stereo not drawn),109,104,108,-13,103,100,5,14
CCNC(=S)Nc1ccc2c(c1)oc1ccccc12,125,96,101,2,101,97,-9,6
O=C(O)c1cc(Cl)c(Cl)cc1C(=O)N1CCOCC1,93,·,86,-3,93,91,-1,0
O=C(NC(=S)Nc1ccc(N2CCCCC2)c(Cl)c1)c1ccc2c(c1)OCCO2,103,103,109,8,108,102,1,0
O=C(NCc1ccco1)c1cc2nc(C3CC3)cc(C(F)(F)F)n2n1,96,101,92,-6,85,93,-3,5
CNC(=O)COC(=O)/C=C/c1cn(-c2ccccc2)nc1-c1ccc(C)o1,118,84,95,0,97,91,4,7
CCOC(=O)c1cnc2ccc(C)cc2c1Sc1ccccc1,106,103,106,-1,108,101,-10,13
CCOc1ccccc1NC(=O)C1CCCN(S(=O)(=O)c2ccccc2)C1 (stereo not drawn),90,111,103,-10,111,113,2,18
Cc1cccc(-n2c(N)cc(=O)nc2SCC(=O)NC2CCCCC2)c1,87,95,93,3,92,88,1,1
O=C(O)CNc1nc(-c2ccccc2)nc2ccccc12,99,98,97,0,95,94,-2,11
C=C(C)c1cccc(C(C)(C)NC(=O)N2CCCC(C(N)=O)C2)c1 (stereo not drawn),100,90,100,6,97,95,-10,0
O=C(COC(=O)CN1C(=O)c2ccccc2C1=O)NC1CCCC1,113,102,106,-2,105,105,1,-1
CC(C)N1CCC(N2CCN(Cc3ccc4nsnc4c3)CC2CCO)CC1 (stereo not drawn),95,99,102,5,98,99,8,2
CCCCn1c(N)c(N(CC(C)C)C(=O)CCCn2c(=O)oc3ccccc32)c(=O)[nH]c1=O,101,100,103,1,103,98,-14,-1
Cc1ccc(NC(=O)CSCC(=O)Nc2ccc(S(=O)(=O)N3CCOCC3)cc2)cc1,112,107,98,4,107,118,-1,1
O=C1CC(C(=O)Nc2ccc(F)cc2)S/C(=N\N=C\c2ccco2)N1 (stereo not drawn),88,99,98,4,96,105,-12,4
O=C(O)c1ccc2c3c(cccc13)C(=O)N(c1cccc3ccccc13)C2=O,95,80,99,7,91,98,8,4
O=C(O)c1ccc(-c2sc(Nc3ccccc3)n[n+]2-c2ccc(F)cc2)cc1,122,110,90,1,95,103,-9,3
Cc1nc(NCCc2ccccc2)sc1C(=O)N(C)C,98,106,106,-1,107,106,-5,6
O/N=C/c1ccccc1OCc1ccc(Cl)cc1,119,81,90,-1,100,99,-11,9
CCOC(=O)c1c(C)[nH]c(C)c1S(=O)(=O)NCCN1CCN(c2ccccc2F)CC1,97,99,104,0,96,100,5,0
CN(C)S(=O)(=O)c1cccc(NC(=S)N2CCc3ccccc32)c1,93,101,101,-21,106,104,-10,7
CC(C)(C)c1cccc(OCCCSc2ncccn2)c1,108,108,106,1,106,102,1,2

# Two of the compounds above, with bars between the fields:
smiles | LAP4 TOR yeast | CIT2 TOR yeast | AGP1 TOR yeast | procasp7 counter | MEP2-GFP yeast | RPL19A-GFP yeast | procasp3 activ | AHR act
O=C(O)c1ccc(-c2sc(Nc3ccccc3)n[n+]2-c2ccc(F)cc2)cc1 | 122 | 110 | 90 | 1 | 95 | 103 | -9 | 3
O/N=C/c1ccccc1OCc1ccc(Cl)cc1 | 119 | 81 | 90 | -1 | 100 | 99 | -11 | 9

# (list continues)
SMILES,LAP4 TOR yeast,CIT2 TOR yeast,AGP1 TOR yeast,procasp7 counter,MEP2-GFP yeast,RPL19A-GFP yeast,procasp3 activ,AHR act
O=C(Cc1ccccc1)NCC(=O)N1CCN(Cc2cccc(Cl)c2)CC1,86,85,91,9,91,92,3,2
CCC(=O)N1CCc2cc(S(=O)(=O)CCC(=O)NCCc3ccc(S(N)(=O)=O)cc3)ccc21,99,103,98,-7,98,98,-6,-1
O=S1(=O)CCN(Cc2ccc(Cl)c(C(F)(F)F)c2)CC1,108,98,99,7,101,105,11,-1
CC1(c2ccc3noc(-c4ccccc4)c3c2)OCCO1,105,98,97,-4,95,96,11,24
CC(C)(C)n1ncc2c(=O)n(CC(=O)N3CCCc4ccccc43)cnc21,94,101,103,3,100,88,3,5
O=C(OCC(=O)N1CCC(Cc2ccccc2)CC1)c1cccnc1Cl,103,105,98,13,109,97,1,-2
COc1cccc(COCC(O)CN2CCC(C(N)=O)CC2)c1 (stereo not drawn),96,102,101,1,106,110,6,-3
COc1ccc(CCN2CC3=C(C2=O)C(c2ccccc2)NC(=O)N3C)cc1OC (stereo not drawn),86,99,98,-5,86,97,-2,1
O=C(Nc1cccc(Cl)c1)Nc1csc([N+](=O)[O-])c1,128,97,104,4,98,94,-5,38
Nc1ccccc1Oc1ccc2ccccc2c1,109,93,97,9,104,103,7,11
CCOc1cc(-c2noc(CCC(=O)NCC3CCCO3)n2)ccc1OC (stereo not drawn),82,90,101,-5,100,100,2,-1
O=C(CSc1nnc(COc2cccc3ccccc23)o1)N1CCN(C(=O)c2ccco2)CC1,97,89,93,3,104,96,0,0
COc1ccc(CCNc2nc3ccccc3n3cnnc23)cc1OC,98,88,94,-2,104,93,-1,36
CCN(CC(=O)Nc1ccccc1C(F)(F)F)C(=O)CCS(=O)(=O)c1ccc(C)cc1,110,90,108,5,95,98,-3,-1
COc1cc(C(=O)NCCNc2nc3c(C)c(C)ccc3cc2C#N)cc(OC)c1OC,85,102,95,2,96,97,1,0
C/C(=N\Nc1nc(N2CCOCC2)nc(N2CCOCC2)n1)c1cccs1,101,101,97,-5,101,99,4,16
CCNC(=S)N(CCc1ccccc1C)Cc1cc2cc(OC)c(OC)cc2[nH]c1=O,90,98,91,-27,100,101,-8,57*
COc1ccccc1OCC(=O)Nc1ccc(S(=O)(=O)N2CCOCC2)cc1,97,94,93,2,98,98,-2,1
O=C(Cn1cnc2c(OCc3ccccc3)ncnc21)NCc1ccccn1,100,101,103,4,105,104,4,0
COc1cc2cc(Oc3ccc4ccc(=O)oc4c3)c(=O)oc2cc1O[C@@H]1O[C@H](CO)[C@@H](O)[C@H](O)[C@H]1O,123,99,112,-3,108,107,-1,-2
CC(=O)Nc1ccc(S(=O)(=O)NC(C)CCc2ccccc2)cc1 (stereo not drawn),80,95,87,17,93,93,0,4
COC(=O)c1ccc(NC(=S)N(Cc2cccnc2)Cc2ccco2)cc1,109,88,98,-4,88,97,-5,3
C[C@@H]1C(=O)O[C@H]2C[C@@]34[C@H]5C[C@@H](C(C)(C)C)[C@]36[C@@H](OC(=O)[C@@H]6O)O[C@@]4(C(=O)O5)[C@]21O,95,107,99,14,111,107,6,0
CCOC(=O)c1c(NC(=O)CNC2CCCCC2)sc(C)c1C,94,107,102,11,107,107,4,1

# A second format for 17 compounds above.
# Values run as follows: LAP4 TOR yeast	CIT2 TOR yeast	AGP1 TOR yeast	procasp7 counter	MEP2-GFP yeast	RPL19A-GFP yeast	procasp3 activ	AHR act
- COc1ccc(CCN2CC3=C(C2=O)C(c2ccccc2)NC(=O)N3C)cc1OC (stereo not drawn)
→ 86	99	98	-5	86	97	-2	1
- O=C(Nc1cccc(Cl)c1)Nc1csc([N+](=O)[O-])c1
→ 128	97	104	4	98	94	-5	38
- Nc1ccccc1Oc1ccc2ccccc2c1
→ 109	93	97	9	104	103	7	11
- CCOc1cc(-c2noc(CCC(=O)NCC3CCCO3)n2)ccc1OC (stereo not drawn)
→ 82	90	101	-5	100	100	2	-1
- O=C(CSc1nnc(COc2cccc3ccccc23)o1)N1CCN(C(=O)c2ccco2)CC1
→ 97	89	93	3	104	96	0	0
- COc1ccc(CCNc2nc3ccccc3n3cnnc23)cc1OC
→ 98	88	94	-2	104	93	-1	36
- CCN(CC(=O)Nc1ccccc1C(F)(F)F)C(=O)CCS(=O)(=O)c1ccc(C)cc1
→ 110	90	108	5	95	98	-3	-1
- COc1cc(C(=O)NCCNc2nc3c(C)c(C)ccc3cc2C#N)cc(OC)c1OC
→ 85	102	95	2	96	97	1	0
- C/C(=N\Nc1nc(N2CCOCC2)nc(N2CCOCC2)n1)c1cccs1
→ 101	101	97	-5	101	99	4	16
- CCNC(=S)N(CCc1ccccc1C)Cc1cc2cc(OC)c(OC)cc2[nH]c1=O
→ 90	98	91	-27	100	101	-8	57*
- COc1ccccc1OCC(=O)Nc1ccc(S(=O)(=O)N2CCOCC2)cc1
→ 97	94	93	2	98	98	-2	1
- O=C(Cn1cnc2c(OCc3ccccc3)ncnc21)NCc1ccccn1
→ 100	101	103	4	105	104	4	0
- COc1cc2cc(Oc3ccc4ccc(=O)oc4c3)c(=O)oc2cc1O[C@@H]1O[C@H](CO)[C@@H](O)[C@H](O)[C@H]1O
→ 123	99	112	-3	108	107	-1	-2
- CC(=O)Nc1ccc(S(=O)(=O)NC(C)CCc2ccccc2)cc1 (stereo not drawn)
→ 80	95	87	17	93	93	0	4
- COC(=O)c1ccc(NC(=S)N(Cc2cccnc2)Cc2ccco2)cc1
→ 109	88	98	-4	88	97	-5	3
- C[C@@H]1C(=O)O[C@H]2C[C@@]34[C@H]5C[C@@H](C(C)(C)C)[C@]36[C@@H](OC(=O)[C@@H]6O)O[C@@]4(C(=O)O5)[C@]21O
→ 95	107	99	14	111	107	6	0
- CCOC(=O)c1c(NC(=O)CNC2CCCCC2)sc(C)c1C
→ 94	107	102	11	107	107	4	1
